Source: PubChem BioAssay
TMEM16A act: mouse TMEM16A channel activation, primary screen | Q8BHY3 | HEK293 TMEM16A/YFP-H148Q/I152L, iodide quench fluorescence; active compounds read low | B-score at 10 µM | actives 0.3% (n = 340,000);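 active means fluorescence-ratio B-score plate-corrected deviation score at least 3 library SD below zero, with starting fluorescence score within 5 deviations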;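 further: channel opened by trigger with iodide after compound preincubation; score built on the fluorescence ratio of max minus min over baseline; more negative score means more quench and so TMEM16A activation or potentiation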
hERG rescue: hERG (human) protection from proarrhythmic block; CHO-hERG, FluxOR thallium flux, dofetilide IC70 present; activation (rescue from dofetilide block), less the hit threshold, % at 10 µM; actives 0.51% (n = 310,000);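 active means activation above the mean of controls blocked by dofetilide plus 5 SD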;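 further: thallium influx through hERG after potassium depolarization seen as dye fluorescence rise; in these data hits start at about 4.7%; inactives centre near -7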
TMEM16A inh: blocks the mouse calcium-activated chloride channel TMEM16A. AID 588511. Q8BHY3. HEK293 TMEM16A/YFP iodide influx fluorescence, ionomycin. actives 1.2% (n = 310,000). normalized B-score (activity score, 25-100; higher = stronger inhibition) at 10 µM;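 active means ratio plate-corrected score three or more library SD toward inhibition, starting fluorescence score within five deviations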;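 further: score derived from kinetic fluorescence span divided by baseline fluorescence per well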
RGS4 pot: RGS4 potentiation or activation; HEK293 M3R/inducible RGS4, carbachol calcium flux Fluo4; active compounds read low; actives 0.92% (n = 310,000); B-score at 10 µM;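 active means B-score of the integrated calcium signal more than 4 SD below the library mean, with starting fluorescence not abnormally high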;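 further: negative B-score means reduced calcium response which marks RGS4 activation or potentiation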
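test system = M3R-expressing HEK293 line, RGS4 induced by doxycycline | probe or stimulus = carbachol at ECmax as muscarinic agonist stimulus | timing = dye loading 30 min 37 °C, buffer rest 30 min RT | signal = calcium dye Fluo4 fluorescence | evaluation = B score from integrated fluorescence ratio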
KCNQ1 block: inhibitors of human KCNQ1 potassium channel | actives 1.3% (n = 310,000) | CHO-K1 KCNQ1, FluxOR thallium flux fluorescence; active compounds read high | AID 2642 | P51787 | B-score at 10 µM;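 active means compounds whose thallium flux B-score, printed positive for inhibition, exceeds three library SD while starting fluorescence stays within three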;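 further: channel opened by potassium depolarization with thallium stimulus after 20 min compound exposure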
Target sequence (P51787 whole entry, looked up): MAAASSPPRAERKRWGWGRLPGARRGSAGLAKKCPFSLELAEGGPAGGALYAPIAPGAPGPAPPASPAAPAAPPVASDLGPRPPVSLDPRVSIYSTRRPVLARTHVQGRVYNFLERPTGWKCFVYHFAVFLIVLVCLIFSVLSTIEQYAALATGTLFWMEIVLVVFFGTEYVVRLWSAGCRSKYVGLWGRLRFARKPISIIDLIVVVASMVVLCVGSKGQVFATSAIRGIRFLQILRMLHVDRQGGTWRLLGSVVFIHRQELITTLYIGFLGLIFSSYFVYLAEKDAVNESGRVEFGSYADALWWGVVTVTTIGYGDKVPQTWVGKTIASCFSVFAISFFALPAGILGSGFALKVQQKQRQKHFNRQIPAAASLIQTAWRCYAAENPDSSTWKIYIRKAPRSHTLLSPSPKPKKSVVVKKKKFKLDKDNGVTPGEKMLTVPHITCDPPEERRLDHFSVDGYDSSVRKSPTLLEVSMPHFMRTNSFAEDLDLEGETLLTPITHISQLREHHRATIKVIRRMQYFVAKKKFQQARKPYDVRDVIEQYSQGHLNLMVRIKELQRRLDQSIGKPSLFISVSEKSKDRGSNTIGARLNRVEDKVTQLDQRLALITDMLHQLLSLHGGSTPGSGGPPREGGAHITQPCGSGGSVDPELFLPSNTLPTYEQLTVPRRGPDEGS
KCNQ1 act: potentiators or activators of human KCNQ1 potassium channel; P51787; CHO-K1 KCNQ1, thallium flux FluxOR fluorescence; active compounds read high; B-score at 10 µM; actives 0.35% (n = 310,000); AID 2648;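 active means fluorescence ratio B-score, a plate-corrected score, at least three library SD, with initial intensity B-score within 5 SD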
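System: CHO-K1 cells stably expressing KCNQ1 / Medium: assay buffer for compound exposure, DMSO matched across wells / Reagent: thallium- and potassium-containing depolarizing buffer / Compound: one concentration, matched DMSO / Incubation: 20 min compound pretreatment at room temperature / Measured by: kinetic FluxOR fluorescence, 10 s baseline plus 110 s post-stimulus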
MrgX1 allo act: allosterically activates human MrgX1 receptor signaling | Q96LB2 | MrgX1-HEK293, Fluo-4 calcium flux, FDSS; active compounds read high | B-score at 10 µM | actives 0.63% (n = 310,000);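 active means plate-corrected calcium response at least 3 library SD above typical, normal starting fluorescence, not activating the receptor alone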;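 further: compound read alongside a low EC10 to EC30 dose of BAM8-22 agonist; peak minus trough fluorescence over baseline measured at the second addition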
RGS4 inh: inhibitors of human RGS4. P49798. HEK293 M3R/RGS4 inducible, Fluo-4 calcium flux; active compounds read high; triggered by carbachol at its EC20. B-score at 10 µM. actives 0.45% (n = 310,000). AID 463165;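 active means B-score, a plate-corrected calcium signal, over three deviations above library mean, with baseline fluorescence within five deviations of library mean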;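 further: RGS4 expression induced by doxycycline in cells with stable M3 receptor; B-score is computed from the integrated fluorescence ratio over baseline after carbachol; higher B-score means a larger calcium signal and so more RGS4 inhibition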
MrgX1 agonist: agonists of human MrgX1 receptor. MrgX1-HEK293 cells, Fluo-4 calcium fluorescence, agonist mode; active compounds read high. B-score at 10 µM. actives 0.44% (n = 310,000). AID 588627;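 active means calcium response B-score plate-corrected fluorescence ratio at least 3 library SD, with starting fluorescence B-score inside 5 SD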
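Material – MrgX1-expressing HEK293 cells · Input – 15,000 cells seeded per well · Dosing – compound as first of three additions · Times – overnight seeding, then 1 h dark dye loading · Measured by – kinetic Fluo-4 NW fluorescence of intracellular calcium · Read-out – B-scored fluorescence response ratio · Benchmarks – positive and negative control wells on each plate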
KCNK3 block: human KCNK3 channel inhibition, primary screen; CHO-KCNK3 thallium flux, FluxOR fluorescence; active compounds read low; B-score at 10 µM; actives 0.84% (n = 340,000);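 active means B-score under library mean minus 4 SD, starting fluorescence ratio at most library mean plus 5 SD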;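 further: more negative B-score means stronger inhibition of thallium flux through KCNK3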
Target sequence (O14649 whole entry, looked up): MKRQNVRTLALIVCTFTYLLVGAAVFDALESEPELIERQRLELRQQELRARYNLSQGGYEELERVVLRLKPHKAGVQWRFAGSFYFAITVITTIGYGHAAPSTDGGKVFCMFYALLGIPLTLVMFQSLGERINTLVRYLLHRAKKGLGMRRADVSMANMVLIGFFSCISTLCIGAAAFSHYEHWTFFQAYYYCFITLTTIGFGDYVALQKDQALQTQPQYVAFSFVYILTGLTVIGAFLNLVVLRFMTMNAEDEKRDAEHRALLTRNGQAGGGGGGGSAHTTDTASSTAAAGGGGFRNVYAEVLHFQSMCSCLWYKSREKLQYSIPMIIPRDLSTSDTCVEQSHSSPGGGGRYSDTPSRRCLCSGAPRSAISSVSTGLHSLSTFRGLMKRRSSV
KCNK9 inh: blocks the human KCNK9 two-pore domain potassium channel; HEK293 KCNK9, FluxOR thallium flux fluorescence; active compounds read low; actives 1.2% (n = 310,000); B-score at 10 µM; Q9NPC2;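 active means ratio B-score over 3 SD below the library mean, with starting fluorescence within 5 SD of its mean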;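 further: negative B-score means less thallium flux so channel inhibition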
The depositor's hits bear a star; i = inactive; . = not tested or not shown.

SMILES	TMEM16A act	hERG rescue	TMEM16A inh	RGS4 pot	KCNQ1 block	KCNQ1 act	MrgX1 allo act	RGS4 inh	MrgX1 agonist	KCNK3 block	KCNK9 inh
CC(=O)c1ccc(O)c(CC=C(C)C)c1O	i	-12	i	i	i	i	i	i	i	i	i
CCCCNC(=O)CC1N=C2c3ccccc3N=C(SCC(=O)Nc3ccccc3OC)N2C1=O (centres undefined)	i	-15	i	i	i	i	i	i	i	i	i
O=C(O)c1ccc(CSC2CCCCC2)cc1	i	-2	i	i	i	i	i	i	i	i	i
O=C(c1cccnc1)N1CCN(S(=O)(=O)c2ccc(F)cc2)CC1	i	-10	i	i	i	i	i	i	i	i	i
Clc1ccc(-c2nc(-c3cc4cc(Cl)ccc4o3)cs2)cc1	i	-5	i	i	i	i	i	i	i	i	i
O=C(O)C1=C[C@@H](C2CC2)C[C@@H](OCc2ccc(CO)cc2)O1	i	-4	i	i	i	i	i	i	i	i	i
COc1cc(CN2CCC(n3nccc3NC(=O)C3CC3)CC2)cc(OC)c1	i	-11	i	i	i	i	i	i	i	i	i
COc1ccc(S(=O)(=O)N2CCC(C(=O)NCCC(=O)NCc3ccccc3OC)CC2)cc1	i	-8	i	i	i	i	i	i	i	i	i
COc1ccc(CCNC(=O)CCS(=O)(=O)c2ccc(Br)cc2)cc1OC	i	-9	i	i	i	i	i	i	i	i	i
N#Cc1cc(C(=O)c2ccccc2OCC(=O)Nc2ccccc2Cl)cn(C2CCCCC2)c1=O	i	-5	i	i	i	i	i	i	i	i	i
Fc1ccc(-n2c(CN3CCCCC3)n[nH]c2=S)cc1	i	-10	i	i	i	i	i	i	i	i	i
COc1ccc(C2C(C#N)=C(N)Oc3cc(C)[nH]c(=O)c32)c(OC)c1OC (centres undefined)	i	.	i	.	.	.	i	.	i	i	.
Cc1ccc(NCC(=O)Nc2cccc(F)c2)cc1S(=O)(=O)N1CCCCCC1	i	-16	100*	i	i	i	i	i	i	i	i
O=C(COC(=O)c1cccc(-n2cnnn2)c1)c1ccc(Br)cc1	i	-11	i	i	i	i	i	i	i	i	i
Cc1ccc(C(c2nnnn2CC2CCCO2)N2CCN(C(=O)c3ccco3)CC2)cc1 (centres undefined)	i	-12	i	i	i	i	i	i	i	i	i
O=C(CCNC(=O)c1ccccc1)OCN1C(=O)c2ccccc2C1=O	i	-7	i	i	i	i	i	i	i	i	i
CC1(C)CC2(CCCN(CC(O)(c3ccccc3)c3ccccc3)C2)CCO1 (centres undefined)	i	-18	i	i	i	i	i	i	i	i	i
O=C(Nc1ccc2c(c1)OCO2)c1ccc(Cl)nc1	i	-7	i	i	i	i	i	i	i	i	i
O=C1/C(=C/c2cccs2)SC(=S)N1c1ccccc1	i	-6	i	i	i	i	i	i	i	i	i
Cn1cc(C2=C(c3ccc(Cl)cc3Cl)C(=O)NC2=O)c2ccccc21	i	-3	i	i	i	i	i	i	i	i	i
COc1cccc(CNc2nc3ccc(C)cc3n3cnnc23)c1	i	-7	i	i	i	i	i	i	i	i	i
COc1ccc(CN2CSC(=S)N(Cc3ccccc3)C2)cc1	i	-2	i	i	i	i	i	i	i	i	i
Cn1cc(C=O)c2ccccc21	i	-10	i	i	i	i	i	i	i	i	i
Cc1ccccc1S(=O)(=O)Nc1cccnc1	i	-2	i	i	i	i	i	i	i	i	i
Cc1[nH]c2ccccc2c1C(=O)C(C)OC(=O)c1ccc([N+](=O)[O-])o1 (centres undefined)	i	-17	i	i	i	i	i	i	i	i	i
COc1ccc(Cl)cc1S(=O)(=O)N1CCCC1=O	i	-5	i	i	i	i	i	i	i	i	i
CCc1c(C(=O)NCc2ccccc2Cl)[nH]c(C)c1C(C)=O	i	-7	i	i	i	i	i	i	i	i	i
Fc1ccc(/C=N/Nc2cc(N3CCOCC3)ncn2)cc1	i	-4	i	i	i	i	i	i	i	i	i
Brc1[nH]nc2ccccc12	i	-2	i	i	i	i	i	i	i	i	i
Cn1cccc1CNC(=O)Nc1ccc(Cl)cc1	i	-5	i	i	i	i	i	i	i	i	i
COc1cc(-c2noc(C)c2C#Cc2ccc(N)cc2)cc(OC)c1OC	i	1	i	i	i	i	i	i	i	i	i
CC(C(=O)NCCc1ccccc1)N1c2cccc3cccc(c23)S1(=O)=O (centres undefined)	i	-7	i	i	i	i	i	i	i	i	i
CCCn1c(O)c(C=Nc2ccccc2)sc1=S	i	-5	i	i	i	i	i	i	i	i	i
C/C(Cc1ccccc1)=N\NC(=O)CNC(=O)c1ccc(F)cc1	i	-6	i	i	i	i	i	i	i	i	i
COc1cc(NC(=O)CNC(c2ccccc2)c2ccccc2)cc(OC)c1OC	i	-7	i	i	i	i	i	i	i	i	i
CNC(=O)NC(=O)C(C)OC(=O)CCCc1nc2ccccc2s1 (centres undefined)	i	-5	i	i	i	i	i	i	i	i	i
COc1ccccc1CN(Cc1nc2ccccc2c(=O)[nH]1)C(=O)Nc1cccc(C)c1	i	-11	i	i	i	i	i	i	i	i	i
O=C(NCc1ccc(Cl)cc1)c1ccccc1CCc1ccccc1	i	-8	i	i	i	i	i	i	i	i	i
COc1ccc(C(=O)NCCc2ccc(F)cc2)cc1OC	i	-15	i	i	i	i	i	i	i	i	i
O=C(O)CC1CCS(=O)(=O)C1 (centres undefined)	i	-1	i	i	i	i	i	i	i	i	i
Cc1noc(C)c1C(=O)N1CC(C)OC(C)C1 (centres undefined)	i	-2	i	i	i	i	i	i	i	i	i
C=CCn1c(-c2ccc3ncccc3c2)n[nH]c1=S	i	-5	i	i	i	i	i	i	i	i	i
CCOc1ccc(C(=O)c2cc([N+](=O)[O-])ccc2N2CCOCC2)cc1	i	1	i	i	i	i	i	i	i	i	i
CCC(C)(C)NC(=O)CN(Cc1cccs1)C(=O)CNS(=O)(=O)c1ccc(F)cc1	i	-4	i	i	i	i	i	i	i	i	i
COc1ccc2c(c1)C(=C(C#N)C#N)C(=O)N2CCc1ccccc1	i	-4	i	i	i	i	i	i	i	i	i
CN(C)S(=O)(=O)c1ccc2c(c1)nc(CCC(=O)Nc1ccc3c(c1)OCO3)n2C	i	-6	i	i	i	i	i	i	i	i	i
COc1ccccc1S(=O)(=O)Cc1ccc(C(=O)NCC2CCCO2)o1 (centres undefined)	i	-4	i	i	i	i	i	i	i	i	i
CO/N=C/c1ccc(N2CCN(C(=O)c3ccc(F)cc3)CC2)c([N+](=O)[O-])c1	i	-15	100*	i	i	i	i	i	i	i	i
Nc1nc2n(n1)C(c1cccc(Br)c1)CC(c1ccc(F)cc1)N2 (centres undefined)	i	-6	i	i	i	i	i	i	i	i	i
COc1cccc(CNc2ccc([N+](=O)[O-])cc2Cl)c1O	i	-22	25*	i	i	i	25*	i	i	i	i
C=C(C)CNC(=S)N/N=C/c1ccc([N+](=O)[O-])cc1	i	-15	i	i	i	i	i	i	i	i	i
CCOC(=O)N(C)OC(=O)Nc1ccc(Cl)c(Cl)c1	i	-8	i	i	i	i	i	i	i	i	i
Cc1cc(NC(=O)c2c(Cl)cccc2Cl)no1	i	-5	i	i	i	i	i	i	i	i	i
CC(=O)N1CC(C)Oc2ccc(S(=O)(=O)Nc3ccc(Cl)cn3)cc21 (centres undefined)	i	-6	i	i	i	i	i	i	i	i	i
O=C(COC(=O)c1ccccc1Nc1ccccc1)NCc1ccccc1	i	-10	i	i	i	i	i	i	i	i	i
Cc1ccc(S(=O)(=O)Nc2cc(C(C(=O)OC(C)C)C(=O)C(F)(F)F)c(O)c3ccccc23)c(C)c1 (centres undefined)	i	-5	i	i	i	i	i	i	i	i	i
COC(=O)c1cc(S(=O)(=O)NCc2ccc(Br)cc2)c[nH]1	i	-10	i	i	i	i	i	i	i	i	i
O=C(NC1CCCC1)c1cccc(Cl)c1	i	-7	i	i	i	i	i	i	i	i	i
CCOC(=O)c1c(-c2ccc(C)cc2)csc1NC1=NS(=O)(=O)c2ccccc21	i	-4	i	i	i	i	i	i	i	i	i
Cc1cc(=O)[nH]c(N/N=C/c2c(O)n(-c3ccccc3)c(=O)c3ccccc23)n1	i	-9	i	i	i	i	i	i	i	i	i
Continuation:
SMILES	TMEM16A act	hERG rescue	TMEM16A inh	RGS4 pot	KCNQ1 block	KCNQ1 act	MrgX1 allo act	RGS4 inh	MrgX1 agonist	KCNK3 block	KCNK9 inh
CCCNCc1cc(OC)c(OCCC)cc1Cl	i	-5	i	i	i	i	i	i	i	i	i
Cc1ccc(-c2nc3ccccc3c(=O)n2CCN2CCOCC2)cc1	i	-14	i	i	i	i	i	i	i	i	i
Cc1cc(C)c(OCCCCn2cnc3ccccc3c2=O)c(C)c1	i	-2	i	i	i	i	i	i	i	i	i
COc1ccc(/C=C/C(=O)O)cc1S(=O)(=O)Nc1ccc2c(c1)OCO2	i	-6	i	i	i	i	i	i	i	i	i
CN1CCCCc2c1nc1ccccc1c2N (tested in a mixture with another compound)	i	-7	i	i	i	i	i	i	i	i	i
CCOc1cc(CN2CCN(c3cccc(C(F)(F)F)c3)CC2)ccc1OC	i	-4	i	i	i	i	i	i	i	i	i
CCCCC(=O)Nc1ccccc1N1CCN(c2ccccc2)CC1	i	-9	i	i	i	i	i	i	i	i	i
Cc1nn(C)cc1/C=N/O	i	-14	i	i	i	i	i	i	i	i	i

3 of the compounds above, field by field:
Molecule: COc1ccc(/C=C/C(=O)O)cc1S(=O)(=O)Nc1ccc2c(c1)OCO2
- TMEM16A act = i
- hERG rescue = -6
- TMEM16A inh = i
- RGS4 pot = i
- KCNQ1 block = i
- KCNQ1 act = i
- MrgX1 allo act = i
- RGS4 inh = i
- MrgX1 agonist = i
- KCNK3 block = i
- KCNK9 inh = i

Molecule: CCOc1cc(CN2CCN(c3cccc(C(F)(F)F)c3)CC2)ccc1OC
- TMEM16A act = i
- hERG rescue = -4
- TMEM16A inh = i
- RGS4 pot = i
- KCNQ1 block = i
- KCNQ1 act = i
- MrgX1 allo act = i
- RGS4 inh = i
- MrgX1 agonist = i
- KCNK3 block = i
- KCNK9 inh = i

Molecule: CCCCC(=O)Nc1ccccc1N1CCN(c2ccccc2)CC1
- TMEM16A act = i
- hERG rescue = -9
- TMEM16A inh = i
- RGS4 pot = i
- KCNQ1 block = i
- KCNQ1 act = i
- MrgX1 allo act = i
- RGS4 inh = i
- MrgX1 agonist = i
- KCNK3 block = i
- KCNK9 inh = i
